MEKK2mut PB1 HTS = MEK5 binding signal on mutant MEKK2 PB1, primary screen, biochemical, multiplex bead flow cytometry, Alexa488-MEK5; Alexa488-MEK5 binding to MEKK2 mutant; hit rate 0.35% among 290,000; percent response, % at 10 µM; AID 1530, 2009; in the data active = percent response above about 24%, passing the limit was not always enough; note: inactives centre near 1; some results filed as inactive read as strong as hits; reference of the scale not given here
UBC9 SUMO inh = inhibitors of in vitro SUMOylation cascade, primary screen, biochemical, HTRF, uHTS; HTRF SUMOylation assay, SAE1/SAE2 + UBC9; inhibition, % at 35 µM; hit rate 0.36% among 290,000; in the data active = inhibition above about 50%, passing the limit was not always enough; note: strong numbers were not always called active
IDE cell inh = human IDE inhibitors in live cells, primary screen, fluorescence polarization, HEK cells, FAbetaB substrate; FAbetaB cleavage; inhibition, % at 5.59 µM; hit rate 0.41% among 320,000;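 active = percent inhibition above the average of all tested compounds plus 3 SD, set per screening campaign, cut at about 16% in these data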;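 note: IDE supplied by intact live HEK cells; FP after avidin binding of uncleaved biotin substrate so inhibition keeps polarization high; 0% = DMSO wells and 100% = 60 µM reference IDE inhibitor Ii1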
PfM18AAP inh = PfM18AAP inhibitors, malaria aminopeptidase, primary screen, biochemical, QFRET, recombinant enzyme; M18 aspartyl aminopeptidase (Plasmodium falciparum 3D7); H-Glu-NHMec fluorogenic cleavage; AID 1822, 2009; inhibition, % at 7.35 µM; hit rate 1.2% among 290,000;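 active = inhibition above the campaign mean inhibition over all tested compounds plus 3 SD, cut at about 28% in these data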;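 note: 0% = plate median of test compound wells and 100% = 2 mM ZnCl2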
MEKK2 WT-MEK5 = modulators of MEK5 binding to wildtype MEKK2, primary screen, biochemical, multiplex bead flow cytometry, Alexa488-MEK5. Mitogen-activated protein kinase kinase kinase 2 (Homo sapiens), Q9Y2U5. Alexa488-MEK5 binding to MEKK2 WT; actives lie on both sides. binding response (% of control), % at 10 µM. hit rate 1.1% among 290,000. AID 1531, 2009; in the data active = binding response below about 67% or above about 130%
MEKK3 PB1 HTS = modulators of MEKK3-MEK5 PB1 binding, primary screen, biochemical, wildtype MEKK3, multiplex bead flow cytometry, Alexa488-MEK5. Mitogen-activated protein kinase kinase kinase 3 (Homo sapiens), Q99759. bead-based flow cytometry, Alexa488-MEK5 binding to MEKK3; actives lie on both sides; 0 = blocked by unlabeled MEK5, 100 = vehicle. binding response (% of control), % at 10 µM. hit rate 1.4% among 290,000. AID 1529, 2009;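 active = binding response more than 3 SD above or below the average of its plate-row segment, actives on both sides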;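 note: Alexa488 bead fluorescence after subtracting the streptavidin-only scavenger bead signal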
p-CIP stab down = p/CIP-EGFP fusion destabilizers, primary screen, fluorescence, F442A cells. 16 h. AID 1984, 2009. hit rate 0.01% among 290,000. Q05BA5. decrease of EGFP signal, % at 10 µM;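 active = EGFP signal decrease of at least 30% at 10 µM or well 3 SD below plate mean, unless failing retest; inactive = the rest, including hits failing retest or dose response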; note: some compounds called inactive have numbers as strong as hits; many of its hits are not listed in these tables
Target sequence (Q05BA5 1-1403): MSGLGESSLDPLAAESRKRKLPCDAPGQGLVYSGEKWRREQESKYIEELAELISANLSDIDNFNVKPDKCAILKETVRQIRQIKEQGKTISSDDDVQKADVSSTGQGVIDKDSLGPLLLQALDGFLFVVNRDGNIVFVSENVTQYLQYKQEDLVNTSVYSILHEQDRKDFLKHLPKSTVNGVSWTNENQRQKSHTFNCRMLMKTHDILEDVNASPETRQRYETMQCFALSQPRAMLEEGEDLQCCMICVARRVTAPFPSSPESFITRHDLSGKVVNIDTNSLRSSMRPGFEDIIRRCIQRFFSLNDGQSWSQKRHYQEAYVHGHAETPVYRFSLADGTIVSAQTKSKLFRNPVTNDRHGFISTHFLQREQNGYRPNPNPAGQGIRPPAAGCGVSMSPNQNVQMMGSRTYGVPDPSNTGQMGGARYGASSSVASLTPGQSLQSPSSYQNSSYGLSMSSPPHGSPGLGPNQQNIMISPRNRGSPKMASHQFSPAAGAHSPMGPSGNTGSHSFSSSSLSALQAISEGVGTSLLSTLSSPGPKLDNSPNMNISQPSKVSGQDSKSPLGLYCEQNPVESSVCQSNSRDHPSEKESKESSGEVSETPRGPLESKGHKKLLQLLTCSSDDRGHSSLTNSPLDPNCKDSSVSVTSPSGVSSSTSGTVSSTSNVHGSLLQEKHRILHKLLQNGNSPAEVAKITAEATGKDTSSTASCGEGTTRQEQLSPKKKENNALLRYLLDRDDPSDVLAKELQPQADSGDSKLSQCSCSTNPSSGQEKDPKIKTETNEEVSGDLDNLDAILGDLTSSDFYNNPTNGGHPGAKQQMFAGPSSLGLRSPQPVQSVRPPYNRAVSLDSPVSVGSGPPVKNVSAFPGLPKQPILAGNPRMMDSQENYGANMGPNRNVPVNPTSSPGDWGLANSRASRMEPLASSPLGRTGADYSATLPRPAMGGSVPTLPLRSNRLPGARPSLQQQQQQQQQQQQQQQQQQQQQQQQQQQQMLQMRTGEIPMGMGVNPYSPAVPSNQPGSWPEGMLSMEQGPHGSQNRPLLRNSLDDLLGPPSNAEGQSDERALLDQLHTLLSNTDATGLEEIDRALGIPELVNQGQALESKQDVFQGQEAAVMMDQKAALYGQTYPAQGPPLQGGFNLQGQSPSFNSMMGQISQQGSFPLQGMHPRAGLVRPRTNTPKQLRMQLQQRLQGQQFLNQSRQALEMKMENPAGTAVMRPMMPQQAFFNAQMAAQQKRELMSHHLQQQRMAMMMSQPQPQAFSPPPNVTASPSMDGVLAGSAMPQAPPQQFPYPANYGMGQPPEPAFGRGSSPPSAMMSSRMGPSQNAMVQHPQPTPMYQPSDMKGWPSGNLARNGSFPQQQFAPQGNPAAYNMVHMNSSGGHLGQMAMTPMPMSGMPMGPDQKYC
NALP1 yeast inh = NALP1 inflammasome inhibitors in reconstituted yeast, colorimetric, S. cerevisiae, triplicate retest; S. cerevisiae NALP1/ASC/caspase-1 growth, X-gal OD620, 72 h; inhibition, % at 10 µM; hit rate 0.61% among 280,000; AID 2071, 2009; in the data active = inhibition mostly above about 24%, no sharp cut-off; inactive = mostly below about 32%; note: some compounds called inactive have numbers as strong as hits
IDE act = human IDE activators in live cells, primary screen, fluorescence polarization, HEK cells, FAbeta-B substrate. Insulin-degrading enzyme (Homo sapiens), P14735. FAbeta-B cleavage; 0% vehicle, 100% cell-free pure enzyme wells. activation, % at 5.96 µM. hit rate 0.073% among 340,000;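 active = activation above the mean of all tested compounds plus 3 SD, set per screening campaign, cut at about 17% in these data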
Starred values were filed as active, the others as inactive; nt = no result given; [ ] = remark or other dose. Only part of the results is shown (hit frequency here may not be typical).

Every second line gives: MEKK2mut PB1 HTS	UBC9 SUMO inh	IDE cell inh	PfM18AAP inh	MEKK2 WT-MEK5	MEKK3 PB1 HTS	p-CIP stab down	NALP1 yeast inh	IDE act
> COc1ccccc1C1CC(=O)n2c(nc(-c3ccccc3)c2-c2ccccc2)S1 (stereo not given)
  0	-1	3	8	104	106	-3	19	2
> CC(C)CNc1nc(N)c([N+](=O)[O-])c(N2CCCCCC2)n1
  5	8	-1	3	104	103	-6	-8	1
> CCOC(=O)Nc1sc2c(c1C#N)CCCC2
  2	9	2	-1	104	102	0	33	-4
> CC(C)CC[n+]1ccn(-c2nc3ccccc3nc2[N-]S(=O)(=O)c2ccc(Cl)cc2)c1
  -8	16	-9	-3	92	93	-3	2	5
> Cc1ccc(-c2csc(N3CCC[C@@H]3C(=O)NCCn3c(C(F)(F)F)nc4ccccc43)n2)cc1
  -1	-7	-5	3	99	102	2	17	4
> CCOc1ccc(CNC(=O)CCn2c(=O)oc3ccccc32)cc1
  -8	18	1	1	86	83	-25	16	5
> Cc1cc(=O)c(C(=O)O)nn1-c1cccc(C(F)(F)F)c1
  -1	6	0	-2	101	103	-8	19	7
> CCn1cc(C(=O)NCc2ccco2)c2cc(OC)c(OC)cc2c1=O
  -1	19	5	2	100	102	-31	18	-1
> CCOc1ccc(CN2CCN(Cc3cnn(CC)c3C)CC2CCO)cc1 (stereo not given)
  -13	10	-1	-18	53	48*[inhibitor]	-2	22	8
> O=C(Nc1ccccc1N1CCN(C(=O)c2ccc(Cl)cc2)CC1)c1cc(Br)ccc1Cl
  -2	-7	0	-1	97	104	10	21	5
> O=C(NC1CCCCCC1)c1ccc(-n2cnnc2)cc1
  10	12	7	0	109	105	-9	-2	1
> Cc1ccc(C(=O)O)cc1NC(=O)CN1C(=O)C2C3c4ccccc4C(Br)(c4ccccc43)C2C1=O (stereo not given)
  -3	1	4	8	91	90	-3	30	6
> COC(=O)c1ccc2[nH]c(C)c(CN3CCCC3)c(=O)c2c1
  7	20	nt	3	110	109	-21	-28	-3
> O=C(NCCc1ccc(F)cc1)Nc1ccccc1Cl
  -3	-1	nt	-3	97	102	-15	17	-4
> CC(C)(C)OC(=O)NCCCCCc1nnc(SCc2ccccc2)o1
  25	-4	10	5	107	106	-5	48	-4
> c1ccc(-c2ccc(-c3ccccn3)nn2)nc1
  nt	26	11	9	nt	nt	3	14	nt
> O=C(CC1c2ccccc2Oc2ccccc21)Nc1ccccc1F
  -2	4	1	-4	95	96	8	21	0
> Cc1c(C(=O)N(C)C2CCCCC2)sc2ncnc(N3CCN(c4ccccc4)CC3)c12
  3	3	3	4	98	103	-8	-7	-7
> COc1ccccc1-c1c(C)nn2c(N3CCOCC3)cc(C)nc12
  1	13	2	4	104	101	5	17	3
> O=C(Nc1ccc(C2CC2(Cl)Cl)cc1)c1ccccc1Br (stereo not given)
  -3	-16	-5	6	90	89	1	22	1
> O=C(c1cccs1)n1nc(NCc2ccccc2)nc1NCc1ccccc1
  -2	0	0	-9	96	94	-2	4	10
> Nc1nc2c(C(=O)N3CCOCC3)nnn2c2ccccc12
  -21	24	-6	2	92	89	6	19	3
> O=C(Nc1ccc(N2CCCCC2)cc1)c1cc([N+](=O)[O-])cc([N+](=O)[O-])c1
  -13	12	3	-10	99	93	-4	-9	-4
> CCNc1nc(NCC)n2c(SCC(=O)Nc3ccc(F)cc3[N+](=O)[O-])nnc2n1
  -4	5	-2	-9	93	97	-2	10	4
> O=c1cc(N2CCCC2)c2ccccc2o1
  -33	25	0	1	nt	1.0*[inhibitor]	4	4	5
> CN(C)c1ccc(S(=O)(=O)NCC(=O)OCC(=O)Nc2cc(Cl)cc(Cl)c2)cc1[N+](=O)[O-]
  2	-22	2	0	102	98	7	-5	1
> CCOc1ccccc1NC(=O)CCCNC(=O)c1ccc(Cl)cc1
  11	10	0	-8	112	109	-9	7	-6
> CC(C)CN1C(=O)c2ccc(NC(=O)c3cccs3)cc2C1=O
  -12	18	0	-9	90	88	-10	19	0
> NS(=O)(=O)c1ccc(NC(=O)COC(=O)c2ccc(Cl)nc2)cc1
  1	11	2	2	101	111	8	-3	4
> CN(C)c1nc(C#N)nc(N(C)C)n1
  -2	11	-3	0	97	109	1	32	3
> O=C(O)[C@@H](O)[C@H](O)C(=O)O
  3	nt	1	nt	104	105	nt	nt	-1
> Cc1cccc(C(=O)Oc2ccc(/C=N/NC(=O)Cc3ccc([N+](=O)[O-])cc3)cc2)c1
  -1	-11	1	7	97	94	-2	2	7
> CN(C)CCNC(=O)COc1ccc(C23CC4CC(CC(C4)C2)C3)cc1
  14	8	-9	8	151*	98	0	6	0
> CCC(=O)N(Cc1ccco1)Cc1cc2cccc(C)c2n2nnnc12
  -5	-10	-2	-3	96	101	8	2	7
> COc1ccc(CNC(=O)COc2ccc(S(=O)(=O)N3CCCCC3)cc2Cl)cc1
  -2	0	6	3	96	102	-9	5	-4
> COC(=O)c1sc(NC(=O)c2ccco2)c(C#N)c1C
  3	16	1	2	91	94	-10	nt	2
> COC(=O)C1=NN(C(=O)c2ccc(C)cc2)C(O)(c2ccc(Cl)cc2)C1 (stereo not given)
  0	-30	4	9	97	102	-24	-5	nt
> O=C(Nc1ccc([N+](=O)[O-])cc1)c1ccc(Cn2cc([N+](=O)[O-])cn2)cc1
  -5	11	0	1	97	105	-10	8	2
> COc1ccc(NS(=O)(=O)c2csc(C(=O)Nc3ccccc3)c2)cc1
  -1	-14	2	-3	97	102	-11	4	2
> CCCC(c1nnnn1Cc1ccc(OC)cc1)N1CCN(c2ccccc2)CC1 (stereo not given)
  6	-6	nt	-6	107	105	-8	4	-7
> Cc1cc(C)nc(NC(=O)NS(=O)(=O)N2CCCCCC2)n1
  11	3	4	13	110	109	-4	4	0
> O=C(C1CC1)N1CCN=C1SCc1cccc(F)c1
  2	-8	6	7	105	105	-1	30	0
> CC(C)(C)n1cc(S(=O)(=O)c2ccccc2)[nH]c1=O
  -4	5	4	6	99	102	6	0	-1
> CCOC(=O)c1ccc(N2CN(CCc3ccccc3)CNC2=S)cc1
  -1	1	5	-1	95	99	1	0	-3
> CCOC(=O)N1CCN(c2cc(NCCO)c([N+](=O)[O-])c3nonc23)CC1
  -2	29	-1	2	100	107	-8	10	2
> COc1ccc(NC(=O)Cn2nc(C)c3ccccc3c2=O)cc1
  3	11	-4	-1	103	108	-7	26	4
> O=C(COc1ccc(Br)cc1)N1CCc2ccccc21
  6	14	4	-12	96	101	-8	15	4
> COc1ccc(CNC(=O)C(c2ccncc2)N(C(=O)Cc2cccs2)c2cccc(C)c2)cc1 (stereo not given)
  -2	-37	3	-6	98	96	12	1	-2
> COCCCNC(=O)Cn1cc2c(n1)CCC(C)C2 (stereo not given)
  0	-17	2	-4	97	94	1	nt	0
> CCS(=O)(=O)c1nc(S(=O)(=O)c2ccc(C)cc2)c(N2CCOCC2)s1
  -1	3	4	-3	97	99	-2	12	2
> CC1=C(C(=O)NCc2ccco2)C2(CCC(C)CC2)OC1=O (stereo not given)
  0	22	10	6	100	98	-5	30	4
> CN1CC(=O)N(CC(=O)Nc2ccc(F)cc2)c2ccccc2C1=O
  0	9	1	3	96	90	11	5	-1
> CN(CC(=O)NCC1CCCO1)S(=O)(=O)c1ccc(Br)cc1 (stereo not given)
  5	11	1	-4	101	102	-4	8	-3
> O=C(NCc1ccc(F)cc1Cl)C1CCN(S(=O)(=O)N2CCCCC2)CC1
  9	-1	-1	6	106	100	-18	-11	1
> Cc1ccccc1Nc1cccc2nonc12
  1	92*	1	5	98	99	-9	2	0
> S=c1[nH]nc(-c2ccc(Cl)cc2)n1CCCN1CCOCC1
  431*	10	-5	14	119	118	-10	-13	2
> CC(C)CNC(=O)c1cc(-c2ccco2)on1
  6	-1	0	-3	110	114	-5	20	6
> c1ccc(COc2ccc(CN3CCN(c4ccccn4)CC3)cc2)cc1
  12	-26	9	2	109	104	4	15	6
> O=C(CN1CCCCCC1)N1c2ccccc2Sc2ccc(C(F)(F)F)cc21
  -2	-18	-9	2	112	107	-7	-2	-2
> O=C1N/C(=C\c2ccc(N3CCOCC3)c(F)c2)C(=O)N1Cc1ccccc1
  -2	7	4	-7	93	91	-7	-5	-2

Next section:
Every second line gives: MEKK2mut PB1 HTS	UBC9 SUMO inh	IDE cell inh	PfM18AAP inh	MEKK2 WT-MEK5	MEKK3 PB1 HTS	p-CIP stab down	NALP1 yeast inh	IDE act
> Cc1ccccc1NC(=O)CN1C(=O)S/C(=C\c2ccc(-c3cccc(C(=O)O)c3C)o2)C1=O
  -4	19	1	-1	78	95	-14	16	6
> O=C(NCCN1C(=O)S/C(=C\c2cccnc2)C1=O)c1cc(S(=O)(=O)N2CCOCC2)ccc1F
  19	14	2	12	107	109	5	-3	1
> COc1ccc(-n2c(=O)/c(=C\c3cccs3)s/c2=C(/C#N)C(=O)N2CCN(C)CC2)cc1
  -9	6	2	4	100	100	-1	22	6
> CCOC(=O)CNC(=O)C(=O)c1c(O)[nH]c2ccccc12
  1	13	-1	7	94	97	5	-1	2
> O=C1C2=C(SCCS2)C(=O)N1c1ccccc1
  2	4	1	-1	98	105	-2	-7	-2
> O=C(COc1c(Br)cc(Br)c2cccnc12)Nc1ccccc1F
  5	26	-2	9	102	105	5	1	-2
> O=C(CCc1nnc(-c2ccc3c(c2)OCO3)o1)NC(c1cccnc1)C(F)(F)F (stereo not given)
  -15	1	1	0	91	101	-13	10	-2
> CCc1ccccc1NC(=O)Nc1cccn(Cc2ccc(F)cc2)c1=O
  -1	14	-3	6	89	95	-7	-7	2
> CCN1CCN(CCNC(=O)c2cc(Cl)c(NC(=O)C3=C(C)OCCS3)cc2OC)CC1
  3	4	1	2	103	97	0	8	0
> CCOC(=O)c1ccccc1NC(=O)Cn1cnc2c(cnn2-c2ccc(F)cc2)c1=O
  11	3	nt	6	106	106	-6	4	4
> CCn1cc(C(=O)OCc2cccc(Br)c2)c(=O)c2ccc(C)nc21
  -2	1	4	-6	96	100	4	12	10
> CS(=O)(=O)NN1C(=O)c2ccccc2NC1c1cccc2cccnc12 (stereo not given)
  -1	-12	1	2	100	120	4	nt	-2
> COC(=O)C1SCC2C(=O)N(Cc3ccc(F)cc3)CC(=O)N21 (stereo not given)
  4	-8	-5	0	102	103	2	10	-1
> CC(C)CN(Cc1c(O)ccc2c3c(c(=O)oc12)CCC3)CC(C)C
  -6	30	2	-1	90	92	-9	16	1
> CC[C@@H]1CC=C[C@H]2[C@H]1C(=O)N(Cc1ccccc1)[C@H]2c1ccoc1
  3	6	9	nt	104	104	-12	nt	1
> O=C(CC1C(=O)N(c2ccc(Cl)cc2)C(=S)N1CCc1ccncc1)Nc1ccc(F)cc1 (stereo not given)
  0	-16	1	5	108	102	-10	-4	-3
